Compound activity: PubChem, Broad Institute
ERp5 block: inhibitors of ERp5-driven insulin aggregation, primary screen, biochemical, turbidity, absorbance 650 nm, single point | 0.05% of 350,000 active | AID 651711, 2012 | Protein disulfide-isomerase A6 (Homo sapiens), Q15084 | inhibition, % at 9.99 µM | 90 min;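 active means mean replicate inhibition above about 25%, with every replicate also reaching it, limit read from the data, passing the limit was not always enough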
RAD54 branch: inhibitors of human RAD54 branch migration, primary screen, biochemical, fluorescence, single point | DNA repair and recombination protein RAD54-like (Homo sapiens), Q92698 | RAD54 Holliday junction branch migration, FAM/BHQ fluorescence | inhibition, % at 10.4 µM | 0.14% of 360,000 active;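 active means mean normalized replicate activity at least 40 and at least half of replicates scoring 40 or more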;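 further: 0% = median of neutral control wells and 100% = median of positive control wells; inhibitors cause a drop in the FAM fluorescence signal; in these data hits start at about 50%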
ERAP1 inh: human ERAP1 aminopeptidase inhibitors, primary screen, biochemical, single point, plate reader; Endoplasmic reticulum aminopeptidase 1 (Homo sapiens), Q9NZ08; inhibition, % at 10.7 µM; recombinant ERAP1, Leu-AMC fluorescence, 60 min; 0.15% of 340,000 active; AID 652197, 2013;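 active means mean replicate inhibition of at least 30%, or all replicates individually reaching that 30% level; inactive means mean below 30% and not every replicate reaching it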;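 further: 0% = neutral control wells and 100% = L-leucinethiol positive control wells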
esBAF inh: Bmi1 luciferase reporter increase in mESCs, primary screen, esBAF inhibitor project, mouse ES cells, Bmi1 luciferase knock-in, single point | reporter increase, % at 12.5 µM | 24 h; 100% = twice the neutral-well signal | 2% of 350,000 active; in the data active means activation above about 40%;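 further: 0% = median of the plate's neutral control wells and 100% = double that signal; a rise in the Bmi1 reporter signal indicates esBAF inhibition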
E-selectin induc: E-selectin induction in HUVECs, primary screen, imaging, HUVEC, immunofluorescence imaging, single point; P16581; normalized: neutral wells 0, TNF-alpha wells 100; activation, % at 7.58 µM; 0.37% of 260,000 active;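 active means mean E-selectin-positive cell signal at least 10% of the positive control, reached in at least 60% of replicates, without over 20% cell loss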;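 further: in these data hits start at about 27%; measured in HUVEC primary endothelial cells; signal is the percent of cells scored E-selectin positive by PE staining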
Target sequence (P16581 whole entry, looked up): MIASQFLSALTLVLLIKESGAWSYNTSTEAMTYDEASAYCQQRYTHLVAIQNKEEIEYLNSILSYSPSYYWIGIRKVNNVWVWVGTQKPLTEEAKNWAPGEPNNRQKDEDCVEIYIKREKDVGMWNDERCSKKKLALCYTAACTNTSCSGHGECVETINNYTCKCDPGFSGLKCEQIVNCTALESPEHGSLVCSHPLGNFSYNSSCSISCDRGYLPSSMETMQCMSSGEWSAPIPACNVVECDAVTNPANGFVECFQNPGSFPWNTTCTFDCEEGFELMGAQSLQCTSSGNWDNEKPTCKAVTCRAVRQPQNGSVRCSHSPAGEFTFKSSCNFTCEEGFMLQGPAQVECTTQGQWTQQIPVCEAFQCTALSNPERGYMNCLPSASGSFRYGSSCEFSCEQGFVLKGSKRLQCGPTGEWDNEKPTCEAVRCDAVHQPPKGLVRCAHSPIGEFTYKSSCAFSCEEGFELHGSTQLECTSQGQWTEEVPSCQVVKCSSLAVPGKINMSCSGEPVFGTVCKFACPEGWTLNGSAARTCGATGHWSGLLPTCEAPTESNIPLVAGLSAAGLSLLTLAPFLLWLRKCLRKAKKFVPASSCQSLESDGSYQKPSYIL
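Assay system: HUVEC primary endothelial cells. Input: 3,000 HUVEC seeded per well. Doses: one compound dose added by pin transfer. Read-out basis: % PE-positive cells. Benchmarks: TNF-alpha high, DMSO low. Detection: immunofluorescence imaging. Buffer or medium: EGM-2, gelatin.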
S100A4 MyoIIA: inhibitors of S100A4-myosin IIA peptide binding, primary screen, biochemical, fluorescence polarization, TAMRA-MyoIIA peptide. Protein S100-A4 (Homo sapiens), P26447. inhibition, % at 10.7 µM. 0.14% of 360,000 active;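 active means mean inhibition of at least 70% across replicates, with every replicate also reaching that level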
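Assay system: human S100A4 monomer with TAMRA-labelled myosin IIA peptide / Buffer or medium: Calcium-containing HEPES buffer, pH 7.2 / Reagent: TAMRA-labelled myosin IIA heavy-chain peptide probe, 5 nM / Compound: one dose per compound / Timing: polarization read 5 min after assay mix addition, stable 5–60 min / Benchmarks: neutral control DMSO, positive control TFP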
RAD52 anneal inh: RAD52 DNA annealing inhibitors, primary screen, biochemical, FRET, single point, set 2; recombinant RAD52 DNA annealing, FRET fluorescence; inhibition, % at 18.7 µM; 0.46% of 360,000 active; AID 651710, 2012;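 active means every replicate showing at least 50% inhibition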
Target sequence (P43351 whole entry, looked up): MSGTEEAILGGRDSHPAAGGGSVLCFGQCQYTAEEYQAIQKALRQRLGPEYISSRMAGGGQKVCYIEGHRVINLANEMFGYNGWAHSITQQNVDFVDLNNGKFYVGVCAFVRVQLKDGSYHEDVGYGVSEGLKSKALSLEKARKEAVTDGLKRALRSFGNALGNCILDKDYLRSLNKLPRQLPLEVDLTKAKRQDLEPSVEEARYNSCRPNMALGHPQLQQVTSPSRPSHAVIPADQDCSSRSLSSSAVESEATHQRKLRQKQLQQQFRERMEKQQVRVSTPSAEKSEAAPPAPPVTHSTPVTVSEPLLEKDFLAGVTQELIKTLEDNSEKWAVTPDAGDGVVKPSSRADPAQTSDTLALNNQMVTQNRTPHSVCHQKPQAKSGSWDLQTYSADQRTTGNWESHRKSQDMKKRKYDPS
Xi reactivation: activators of inactive X chromosome reactivation, primary screen, imaging, XiGFP fibroblasts, GFP high-content imaging, set 2; XiGFP mouse fibroblasts, % GFP-positive cells imaging, 3 d; cells co-treated with 5-aza-dC sensitizer; scaled so ellipticine positive control = 100%; activation, % at 7.58 µM; 0.055% of 360,000 active; AID 743238, 2013;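 active means mean normalized replicate activation at least 10% and every replicate at or above 10%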;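 further: 0% = median of on-plate neutral control wells and 100% = ellipticine 6 µM median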
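Assay system: SV40-immortalized XiGFP fibroblast cells, line 68-5-11; buffer or medium: DMEM plus 5-aza-dC sensitizer; compound: one concentration, pinned; timing: compounds 3 days, fix/stain 15 min at room temperature; benchmarks: positive control ellipticine, 6 µM final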
An asterisk follows results filed as active.

What do the screens show for `N#Cc1ccc(-c2ccc3c(c2)[C@H]2[C@H](CCN2S(=O)(=O)c2ccccc2F)[C@@H](CO)N3)cc1`?
RAD54 branch: -10; esBAF inh: -9; E-selectin induc: 0.0; Xi reactivation: 0.4

How did C[C@@H]1CCCCO[C@@H](CN(C)S(=O)(=O)c2cccs2)[C@@H](C)CN([C@@H](C)CO)C(=O)c2cc(NC(=O)CCCN(C)C)ccc2O1 do in these assays?
ERp5 block: 0; RAD54 branch: -6; ERAP1 inh: 1; esBAF inh: -2; E-selectin induc: -0.1; S100A4 MyoIIA: 17; RAD52 anneal inh: -9; Xi reactivation: -0.2

What do the screens show for `COc1cc(Cl)c(C)cc1NC(=O)CSc1nnc(CN2CCCC2)o1`?
ERp5 block: 3; RAD54 branch: -9; ERAP1 inh: 2; esBAF inh: 1; S100A4 MyoIIA: -6; RAD52 anneal inh: -11; Xi reactivation: -0.1

How did Cc1cc(OCC(=O)OCC(=O)N2CCCCC2)ccc1Cl do in these assays?
ERp5 block: -2; RAD54 branch: 5; ERAP1 inh: 8; esBAF inh: -1; E-selectin induc: -0.1; S100A4 MyoIIA: -1; RAD52 anneal inh: -6; Xi reactivation: 0.0

Results for C[C@@H]1CN([C@@H](C)CO)C(=O)c2cc(NC(=O)Nc3cccc4ccccc34)ccc2O[C@@H]1CN(C)Cc1ccc2c(c1)OCO2 ?
ERp5 block: -1; RAD54 branch: 24; ERAP1 inh: 2; esBAF inh: -11; S100A4 MyoIIA: -2; RAD52 anneal inh: 18; Xi reactivation: -0.8

Results for CC(=O)N1CCN(S(=O)(=O)c2cccc(C(=O)OCc3ccc(C(C)(C)C)cc3)c2)CC1 ?
ERp5 block: -7; RAD54 branch: -4; ERAP1 inh: 1; esBAF inh: -11; E-selectin induc: -1.1; S100A4 MyoIIA: -1; RAD52 anneal inh: -1; Xi reactivation: -0.7

Results for O=C(Nc1ccccc1F)N1CC(=O)N2[C@H](C1)[C@@H](c1ccc(C#CC3CC3)cc1)[C@@H]2CO ?
ERp5 block: 1; ERAP1 inh: -1; E-selectin induc: 0.0; S100A4 MyoIIA: 1; RAD52 anneal inh: -28; Xi reactivation: -0.1

Results for O=C(NCc1ccccc1)c1cc(C2CCCN(C(=O)c3cccs3)C2)on1 (centres undefined) ?
ERp5 block: -5; RAD54 branch: 1; ERAP1 inh: 10; esBAF inh: 1; E-selectin induc: 0.1; S100A4 MyoIIA: 2; RAD52 anneal inh: -15; Xi reactivation: 0.3

Results for O=C(c1ccco1)N(Cc1ccc(Cl)cc1)C1CCS(=O)(=O)C1 (centres undefined) ?
ERp5 block: -2; RAD54 branch: 3; ERAP1 inh: -4; esBAF inh: -2; S100A4 MyoIIA: 3; RAD52 anneal inh: -6; Xi reactivation: 0.0

Results for COc1ccccc1CNC(=O)COC(=O)c1cccc(S(=O)(=O)N2CCCC2)c1 ?
ERp5 block: -6; RAD54 branch: -9; ERAP1 inh: -1; esBAF inh: -6; E-selectin induc: -0.3; S100A4 MyoIIA: -1; RAD52 anneal inh: -11; Xi reactivation: 0.0

Results for Cn1c(CNC(=O)c2ccco2)nnc1SCC(=O)N1CCN(c2ccccc2F)CC1 ?
ERp5 block: 1; RAD54 branch: -2; ERAP1 inh: -1; esBAF inh: -1; S100A4 MyoIIA: -2; RAD52 anneal inh: -3; Xi reactivation: 0.1

What do the screens show for `O=C(Cn1cncn1)c1ccc(F)cc1F`?
ERp5 block: 2; ERAP1 inh: 6; E-selectin induc: -0.1; S100A4 MyoIIA: -1; RAD52 anneal inh: -6; Xi reactivation: 0.2

Part of the list above in order of heavy-atom count, low to high:
Results for O=C(c1ccco1)N(Cc1ccc(Cl)cc1)C1CCS(=O)(=O)C1 (centres undefined) ?
ERp5 block: -2; RAD54 branch: 3; ERAP1 inh: -4; esBAF inh: -2; S100A4 MyoIIA: 3; RAD52 anneal inh: -6; Xi reactivation: 0.0

Results for Cn1c(CNC(=O)c2ccco2)nnc1SCC(=O)N1CCN(c2ccccc2F)CC1 ?
ERp5 block: 1; RAD54 branch: -2; ERAP1 inh: -1; esBAF inh: -1; S100A4 MyoIIA: -2; RAD52 anneal inh: -3; Xi reactivation: 0.1

What do the screens show for `N#Cc1ccc(-c2ccc3c(c2)[C@H]2[C@H](CCN2S(=O)(=O)c2ccccc2F)[C@@H](CO)N3)cc1`?
RAD54 branch: -10; esBAF inh: -9; E-selectin induc: 0.0; Xi reactivation: 0.4

How did C[C@@H]1CCCCO[C@@H](CN(C)S(=O)(=O)c2cccs2)[C@@H](C)CN([C@@H](C)CO)C(=O)c2cc(NC(=O)CCCN(C)C)ccc2O1 do in these assays?
ERp5 block: 0; RAD54 branch: -6; ERAP1 inh: 1; esBAF inh: -2; E-selectin induc: -0.1; S100A4 MyoIIA: 17; RAD52 anneal inh: -9; Xi reactivation: -0.2

Later entries
How did CC(=O)N1[C@H](CO)[C@@H](c2ccccc2)[C@@H]1CN(CC1CCC1)C(=O)CC1CC1 do in these assays?
RAD54 branch: 2; esBAF inh: 0; E-selectin induc: -0.1; Xi reactivation: 0.0

How did O=S(=O)(Nc1cccc(S(=O)(=O)N2CCCC2)c1)c1ccc(Br)cc1 do in these assays?
ERp5 block: -1; RAD54 branch: -18; ERAP1 inh: 5; esBAF inh: 6; E-selectin induc: 0.0; S100A4 MyoIIA: -6; RAD52 anneal inh: -41; Xi reactivation: 0.1

What do the screens show for `CCOc1ncccc1C(=O)OCC(=O)c1ccc(C)c(C)c1`?
ERp5 block: 2; ERAP1 inh: 0; E-selectin induc: 3.1; S100A4 MyoIIA: -8; RAD52 anneal inh: -12; Xi reactivation: 0.1

How did CC(C)(C)[C@H]1COC(=O)CCC/C=C/C[C@H](CC(=O)NCCO)C(=O)N1 do in these assays?
ERp5 block: 3; RAD54 branch: 3; ERAP1 inh: -2; esBAF inh: 1; E-selectin induc: -0.4; S100A4 MyoIIA: -2; RAD52 anneal inh: -7; Xi reactivation: 0.5

What do the screens show for `COCCNC(=O)C(c1ccc(F)cc1)N(C(=O)CCC(=O)Nc1ccccn1)c1cccc(C)c1` (centres undefined)?
ERp5 block: -1; RAD54 branch: 2; ERAP1 inh: 5; esBAF inh: -11; S100A4 MyoIIA: -7; RAD52 anneal inh: -2; Xi reactivation: 0.1

What do the screens show for `Cc1nnc(SCC(=O)NC(C)(C)C)n1NCc1ccc(Cl)cc1`?
ERp5 block: 0; ERAP1 inh: 1; S100A4 MyoIIA: -3; RAD52 anneal inh: 0; Xi reactivation: 0.0

Results for CC(=O)Nc1ccc2nc(NC(=O)CS(=O)(=O)c3ccccc3)sc2c1 ?
ERp5 block: 0; ERAP1 inh: -1; E-selectin induc: 0.0; S100A4 MyoIIA: -1; RAD52 anneal inh: -7; Xi reactivation: 0.0

How did Nc1ccn([C@@H]2O[C@H](C(=O)N[C@H](Cc3ccccc3)C(=O)Nc3ccc4scnc4c3)[C@@H](O)[C@H]2O)c(=O)n1 do in these assays?
ERp5 block: 5; ERAP1 inh: -2; E-selectin induc: 0.0; S100A4 MyoIIA: -8; RAD52 anneal inh: -8; Xi reactivation: -0.1

What do the screens show for `CCOC(=O)NC1=NCC(C)S1` (centres undefined)?
ERp5 block: 4; RAD54 branch: -4; ERAP1 inh: -1; esBAF inh: -2; E-selectin induc: -0.1; S100A4 MyoIIA: -8; RAD52 anneal inh: -4; Xi reactivation: 0.1

How did COc1ccc(-c2oc(=O)c3cc(OC)c(OC)cc3c2C#C[C@]2(O)CC[C@H]3[C@@H]4CCc5cc(OC)ccc5[C@H]4CC[C@@]32C)cc1 do in these assays?
ERp5 block: 11; RAD54 branch: -2; ERAP1 inh: 1; esBAF inh: -4; E-selectin induc: -0.1; S100A4 MyoIIA: -5; RAD52 anneal inh: -24; Xi reactivation: 0.0

What do the screens show for `C[C@@H]1CN([C@@H](C)CO)S(=O)(=O)c2ccc(C#CCN(C)C)cc2O[C@@H]1CN(C)S(=O)(=O)c1cccc(F)c1`?
ERp5 block: -3; RAD54 branch: -12; ERAP1 inh: 2; esBAF inh: -4; E-selectin induc: 0.6; S100A4 MyoIIA: -3; RAD52 anneal inh: 15; Xi reactivation: -0.7

What do the screens show for `Cc1ccc(S(=O)(=O)N(CCc2ccccc2)c2ccc3c(c2)C2CC3CCN2C(=O)OCc2ccccc2)cc1` (centres undefined)?
ERp5 block: 3; ERAP1 inh: 2; esBAF inh: 4; E-selectin induc: 1.9; S100A4 MyoIIA: -2; RAD52 anneal inh: 1; Xi reactivation: -0.1

How did COc1ncccc1-c1nnn(-c2ccc(Cl)nc2)n1 do in these assays?
ERp5 block: 2; RAD54 branch: -6; ERAP1 inh: -2; esBAF inh: 19; E-selectin induc: -0.1; S100A4 MyoIIA: 1; RAD52 anneal inh: -7; Xi reactivation: 0.1

How did Cc1ccc(CNC(=O)C2CCCN(c3cnccn3)C2)cc1 (centres undefined) do in these assays?
ERp5 block: 9; RAD54 branch: 8; ERAP1 inh: 2; esBAF inh: -1; S100A4 MyoIIA: -4; RAD52 anneal inh: -8; Xi reactivation: 0.0

How did COc1ccc(/C=C/c2c(-c3ccc(OC)cc3)oc3ccccc23)cc1 do in these assays?
ERp5 block: 10; RAD54 branch: 2; ERAP1 inh: -1; esBAF inh: -3; E-selectin induc: 0.0; S100A4 MyoIIA: 4; RAD52 anneal inh: -8; Xi reactivation: 0.0

How did Cc1ccc(S(=O)(=O)NC(=O)N(CCC#N)Cc2ccccc2)cc1 do in these assays?
ERp5 block: 1; RAD54 branch: -7; ERAP1 inh: 1; esBAF inh: -3; E-selectin induc: -1.4; S100A4 MyoIIA: -8; RAD52 anneal inh: -6; Xi reactivation: -0.1

What do the screens show for `O=C(NNC(=O)C1CC(=O)N(c2ccc3c(c2)OCCO3)C1)c1ccc(F)cc1` (centres undefined)?
ERp5 block: 8; RAD54 branch: 2; ERAP1 inh: -7; esBAF inh: 8; S100A4 MyoIIA: 2; RAD52 anneal inh: -15; Xi reactivation: 0.0

What do the screens show for `COC(=O)c1cc(C(=O)Nc2ccc(Cl)cn2)cc([N+](=O)[O-])c1`?
ERp5 block: -5; RAD54 branch: 8; ERAP1 inh: 0; esBAF inh: -1; S100A4 MyoIIA: 5; RAD52 anneal inh: 4; Xi reactivation: 0.3

What do the screens show for `CSc1ccc(NC(=O)NN(c2ccccc2)C2CCS(=O)(=O)C2)cc1` (centres undefined)?
ERp5 block: 6; RAD54 branch: 13; ERAP1 inh: -1; esBAF inh: -3; E-selectin induc: 0.7; S100A4 MyoIIA: -4; RAD52 anneal inh: -21; Xi reactivation: 0.0

Results for CCCCN(C)CC(O)Cn1cc(/C=C/C(=O)c2ccc(C)cc2)c2ccccc21 (centres undefined) ?
ERp5 block: 0; RAD54 branch: 10; ERAP1 inh: 8; esBAF inh: -4; E-selectin induc: 0.0; S100A4 MyoIIA: 3; RAD52 anneal inh: -4; Xi reactivation: 0.1

Rows were taken by chance; overall some 2.5% were active at least once.
